APOBEC3A inh: inhibitors of human APOBEC3A DNA deaminase; inhibition, % at 20 µM; P31941; recombinant A3A, FAM/TAMRA ssDNA deamination fluorescence; hit rate 0.41% among 330,000;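 active = at least 40% inhibition at 20 µM here, with at most 30% in a related deaminase screen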;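 note: plate controls were A3A with DMSO for no effect and wells lacking A3A enzyme for full effect; some results filed as inactive read as strong as hits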
Target sequence (P31941 whole entry, looked up): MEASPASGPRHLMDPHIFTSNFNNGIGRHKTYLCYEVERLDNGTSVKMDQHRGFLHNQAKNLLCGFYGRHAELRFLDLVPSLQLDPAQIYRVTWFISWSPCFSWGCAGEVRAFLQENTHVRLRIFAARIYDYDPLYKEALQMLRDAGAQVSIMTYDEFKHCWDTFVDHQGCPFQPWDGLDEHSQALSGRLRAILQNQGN
mIAP block: mouse IAP inhibition; purified mouse IAP, CDP-Star luminescence, 30 min; inhibition, % at 10 µM; hit rate 0.2% among 330,000; AID 2806;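 active = inhibition of at least 40% at 10 µM in the primary screen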;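 note: plate controls were DMSO with enzyme for no effect and no enzyme wells for full effect; values of inactives mirror those of a sister screen read the other way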
HKDC1 inh: blocks human hexokinase HKDC1 activity; Q2TB90; recombinant HKDC1, G6PDH/diaphorase resazurin coupled fluorescence; inhibition, % at 20 µM; hit rate 0.16% among 340,000; AID 493160;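 active = inhibition above about 35% when tested at 20 µM, limit read from the data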;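 note: plate controls were DMSO wells with enzyme for no effect and DMSO wells lacking enzyme for full effect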
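Test system: HK5 enzyme. Quantity: 5 µg/mL HK5 final. Reagent: glucose and ATP substrates. Schedule: 90 min reaction incubation at room temperature, dark. Technique: resazurin-to-resorufin fluorescence via G6PDH and diaphorase coupling, 525/613 nm. Control set: DMSO wells with and without enzyme mix.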
hIAP inh: human IAP inhibition; purified IAP, CDP-Star luminescence, 30 min; inhibition, % at 10 µM; hit rate 0.12% among 330,000; P09923;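 active = inhibition reaching a set limit with compound at 10 µM in the primary screen, cut at about 35% in these data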;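 note: plate controls were DMSO wells with enzyme for no effect and no-enzyme buffer wells for full effect; values of inactives mirror those of a sister screen read the other way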
Target sequence (P09923 whole entry, looked up): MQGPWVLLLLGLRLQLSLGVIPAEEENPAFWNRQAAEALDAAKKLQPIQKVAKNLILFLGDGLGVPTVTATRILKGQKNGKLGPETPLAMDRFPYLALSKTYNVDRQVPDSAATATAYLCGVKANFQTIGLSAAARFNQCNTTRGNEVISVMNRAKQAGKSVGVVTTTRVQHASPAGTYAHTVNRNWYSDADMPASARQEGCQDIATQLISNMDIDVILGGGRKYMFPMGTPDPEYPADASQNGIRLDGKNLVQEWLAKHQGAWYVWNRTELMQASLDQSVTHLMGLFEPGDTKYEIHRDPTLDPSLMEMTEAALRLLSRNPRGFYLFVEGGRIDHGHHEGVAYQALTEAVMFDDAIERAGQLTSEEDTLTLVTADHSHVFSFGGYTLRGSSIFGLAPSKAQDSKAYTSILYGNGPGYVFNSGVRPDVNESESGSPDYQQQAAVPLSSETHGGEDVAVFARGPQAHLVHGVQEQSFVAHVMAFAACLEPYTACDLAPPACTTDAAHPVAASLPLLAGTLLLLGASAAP
PfGluPho inh: PfG6PD (Plasmodium falciparum) enzyme inhibition; hit rate 0.78% among 350,000; PfGluPho enzyme, NADPH resazurin-diaphorase fluorescence; inhibition, % at 20 µM;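 active = inhibition reaching at least a set limit at 20 µM in the primary screen, cut at about 59% in these data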;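 note: 0% = DMSO wells with substrate and 100% = DMSO wells lacking glucose-6-phosphate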
hIAP activ: human IAP activation; P09923; purified human IAP, CDP-Star luminescence, 30 min; hits give high values; 1 = vehicle-only enzyme, 0 = enzyme-free background; activation factor at 10 µM; hit rate 0.16% among 330,000;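 active = activation factor of the enzyme at least 2-fold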; note: the source names both 10 and 20 µM as test concentration; values of inactives mirror those of a sister screen read the other way
ATG4B inhibitor: inhibitors of human ATG4B cysteine protease. ATG4B cleavage of LC3-PLA2, NBD-HPC fluorescence, 1 h. Q9Y4P1. inhibition, % at 8.33 µM. hit rate 0.51% among 340,000; in the data active = inhibition above about 40%
mIAP act: increases mouse intestinal alkaline phosphatase activity | hit rate 0.24% among 330,000 | activation factor at 10 µM | muIAP, CDP-Star luminescence, 30 min; hits give high values; 1 = vehicle-only enzyme signal, 0 = enzyme-free wells | AID 2805;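 active = activation factor of at least 2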; note: the source names both 10 and 20 µM as test concentration; values of inactives mirror those of a sister screen read the other way
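Assay system: mouse IAP enzyme; reagent: chemiluminescent substrate CDP-Star; dosing: test compounds delivered from DMSO solution; schedule: 30 min at room temperature; measured by: luminescence from enzymatic CDP-Star hydrolysis; controls: DMSO-only wells and no-enzyme negative control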
Active calls of the source: *.

Order of values – APOBEC3A inh, mIAP block, HKDC1 inh, hIAP inh, PfGluPho inh, hIAP activ, ATG4B inhibitor, mIAP act
CC(C)C(=O)NCCc1nc(-c2ccccc2)no1
    -3, 0, 1, -2, -13, 1, 1, 0.99
CCOC(=O)N1CCC(NS(=O)(=O)c2ccc3c(c2)OCC(=O)N3)CC1
    0, 5, 0, -12, -9, 1.1, 6, 0.95
Cc1ccsc1C(=O)NNC(=O)C1CC=CCC1C(=O)O (stereo not given)
    7, 5, -10, -2, 15, 1, 1, 0.95
O=C(O)C1CC(O)CN1C(=O)c1ccco1 (stereo not given)
    -4, -8, -3, -5, 1, 1, -14, 1.1
COc1ccccc1C(=O)Oc1cc(N)n(S(=O)(=O)c2ccc(C)cc2)n1
    2, 4, 9, 12, 15, 0.88, 14, 0.96
O=C(COC(=O)Cc1ccc(Br)cc1)NC1CCCC1
    -1, -4, 7, 8, -6, 0.92, 2, 1
CCOc1ccc(N(CC(=O)Nc2ccccc2C(=O)N2CCOCC2)S(=O)(=O)c2ccc(F)cc2)cc1
    0, -4, -13, 1, 12, 0.99, -14, 1
Cc1cccc(OCC(=O)Nc2ccc3c(C)cc(=O)oc3c2)c1
    0, 2, -8, 4, -16, 0.96, 1, 0.98
COCCN=C1Sc2nc3cc4c(cc3cc2CN1CC1CCCO1)OCO4 (stereo not given)
    2, -10, -7, -1, 9, 1, -2, 1.1
CCOc1ccc(C(=O)NCc2ccc3c(c2)OCO3)cc1OCC
    -3, 7, -7, 7, -4, 0.93, 0, 0.93
CCC(=O)Nc1c(C)nn(C(=O)CC)c1C
    2, -1, 0, -7, -14, 1.1, -7, 1
NC1=NC[C@H](Cc2ccc(O)cc2)N1CCc1cccc2ccccc12
    3, -14, 7, 5, 10, 0.95, 5, 1.1
O=C(CSc1nnc(COc2ccc(Cl)cc2Cl)o1)Nc1ccccn1
    -2, 3, 5, -31, -9, 1.3, -1, 0.97
COc1ccc(CCN(C)C(=O)c2ccc(S(=O)(=O)NCc3ccco3)cc2)cc1OC
    3, 8, -12, -10, -13, 1.1, 2, 0.92
O=S(=O)(Nc1nc2ccccc2nc1NCC1CCCO1)c1cccc(Cl)c1 (stereo not given)
    2, -7, 4, 2, -16, 0.98, -1, 1.1

Some of these compounds in order of their number in hIAP inh, largest number first:
Order of values – APOBEC3A inh, mIAP block, HKDC1 inh, hIAP inh, PfGluPho inh, hIAP activ, ATG4B inhibitor, mIAP act
CCOc1ccc(N(CC(=O)Nc2ccccc2C(=O)N2CCOCC2)S(=O)(=O)c2ccc(F)cc2)cc1
    0, -4, -13, 1, 12, 0.99, -14, 1
CC(C)C(=O)NCCc1nc(-c2ccccc2)no1
    -3, 0, 1, -2, -13, 1, 1, 0.99
O=C(O)C1CC(O)CN1C(=O)c1ccco1 (stereo not given)
    -4, -8, -3, -5, 1, 1, -14, 1.1

Continued:
Order of values – APOBEC3A inh, mIAP block, HKDC1 inh, hIAP inh, PfGluPho inh, hIAP activ, ATG4B inhibitor, mIAP act
Cc1cc(F)ccc1S(=O)(=O)N1CCCOC1CNC(=O)C(=O)NC1CCCC1 (stereo not given)
    -1, -2, -3, -25, 5, 1.3, -4, 1
CCO[C@@H]1OC(C(=O)NC2CC2)=C[C@H](C2CCCCC2)[C@H]1CCCO
    -4, 1, -4, 1, -3, 0.99, -3, 0.99
CCCCC(CC)COC(=O)c1ccc(N(C)C)cc1 (stereo not given)
    -2, 10, 4, 27, 23, 0.73, -4, 0.9
Cc1ccc2nc(N/N=C\c3ccc([N+](=O)[O-])o3)nc(-c3ccccc3)c2c1
    10, 25, 6, -2, 9, 1, -4, 0.75
COc1ccc(NC(=O)c2cccc(S(=O)(=O)N3CCN(C)CC3)c2)c(OC)c1
    -2, 4, -2, 8, 12, 0.92, 2, 0.96
Cc1ccc(C(=O)NNC(=O)c2ccc(S(=O)(=O)N3CCOCC3)cc2)cc1
    2, -1, 3, -1, -15, 1, 10, 1
CCOc1ccc(NC(=O)CCN2CCN(S(=O)(=O)c3cc(Cl)ccc3OC)CC2)cc1
    -2, 0, -6, 21, 7, 0.79, -8, 1
CC(Oc1ccccc1)C(=O)N1CCC2(CC1)Oc1ccc(F)cc1C(=O)C21CC(c2ccccc2)=NO1 (stereo not given)
    -3, 4, 0, -2, -12, 1, 18, 0.96
NS(=O)(=O)c1cccc(NC(=O)CNC(=O)CC23CC4CC(CC(C4)C2)C3)c1
    -1, -6, 3, -10, 9, 1.1, -9, 1.1
Cc1ccc2nc(/C(C#N)=C/c3ccccc3C(=O)O)[nH]c2c1
    -8, 0, 4, 0, 15, 1, 10, 1
O=C(c1cc(=O)[nH]c2ccccc12)N1CCN(c2ccc([N+](=O)[O-])cc2)CC1
    13, -12, -7, -14, 10, 1.1, -13, 1.1
O=C(Nc1ccccc1C(=O)Nc1ccccc1)c1cccs1
    1, 3, -3, 12, 8, 0.88, -8, 0.97
CC(=O)Cc1nsc(NC(=O)c2ccc(COc3ccccc3)o2)n1
    1, 5, -9, 2, -30, 0.98, 6, 0.95
CN(C)C1(CNC(=O)c2cccc(S(=O)(=O)NCc3ccccc3)c2)CCCCC1
    -3, 16, -6, 7, -11, 0.93, -32, 0.83
CCN(CC)C(=O)CN1C(=O)C2CC=C(Cl)CC2C1=O (stereo not given)
    0, -1, -2, 0, -12, 1, -5, 1

Arranged by number of heavy atoms (largest number first): some entries from above
Order of values – APOBEC3A inh, mIAP block, HKDC1 inh, hIAP inh, PfGluPho inh, hIAP activ, ATG4B inhibitor, mIAP act
CC(Oc1ccccc1)C(=O)N1CCC2(CC1)Oc1ccc(F)cc1C(=O)C21CC(c2ccccc2)=NO1 (stereo not given)
    -3, 4, 0, -2, -12, 1, 18, 0.96
CCOc1ccc(NC(=O)CCN2CCN(S(=O)(=O)c3cc(Cl)ccc3OC)CC2)cc1
    -2, 0, -6, 21, 7, 0.79, -8, 1
CN(C)C1(CNC(=O)c2cccc(S(=O)(=O)NCc3ccccc3)c2)CCCCC1
    -3, 16, -6, 7, -11, 0.93, -32, 0.83
Cc1cc(F)ccc1S(=O)(=O)N1CCCOC1CNC(=O)C(=O)NC1CCCC1 (stereo not given)
    -1, -2, -3, -25, 5, 1.3, -4, 1
NS(=O)(=O)c1cccc(NC(=O)CNC(=O)CC23CC4CC(CC(C4)C2)C3)c1
    -1, -6, 3, -10, 9, 1.1, -9, 1.1
CC(=O)Cc1nsc(NC(=O)c2ccc(COc3ccccc3)o2)n1
    1, 5, -9, 2, -30, 0.98, 6, 0.95
CCN(CC)C(=O)CN1C(=O)C2CC=C(Cl)CC2C1=O (stereo not given)
    0, -1, -2, 0, -12, 1, -5, 1

(listing goes on)
Order of values – APOBEC3A inh, mIAP block, HKDC1 inh, hIAP inh, PfGluPho inh, hIAP activ, ATG4B inhibitor, mIAP act
C[C@@H](C(=O)CC(=O)OC(C)(C)C)[C@@H](O)c1c(F)cccc1Cl
    1, 14, -2, 10, -5, 0.9, 6, 0.86
COc1ccc(C(=O)NNC(=O)C2CCCN(C3CC(=O)N(c4ccccc4)C3=O)C2)cc1 (stereo not given)
    -4, -8, -6, -8, -15, 1.1, 4, 1.1
O=C(CN1c2cccc3cccc(c23)S1(=O)=O)NCCc1ccccc1
    0, 1, 3, -10, -3, 1.1, -3, 0.99
COc1ccc2cc3cc(C(=O)N4CCN(c5ccccc5)CC4)oc3nc2c1
    -1, 5, 6, -27, 1, 1.3, 1, 0.95
COc1ccccc1NC(=O)Nc1ncccc1C
    1, -1, -1, -11, -9, 1.1, -1, 1
Cc1cccc(Sc2ccc([N+](=O)[O-])cn2)c1
    0, -2, -13, -12, 16, 1.1, -7, 1
COC(=O)COc1ccc(S(=O)(=O)NCCC2=CCCCC2)cc1C
    1, -6, -8, -6, 1, 1.1, -4, 1.1
CCN(CC)c1nc(-c2ccccc2)ncc1S(=O)(=O)c1ccc(C)cc1
    6, -3, 4, 8, 14, 0.92, 6, 1
Nc1ccccc1Oc1ncc(C(F)(F)F)cc1Cl
    0, 2, 7, 14, 3, 0.86, 2, 0.98
Cc1ccc(S(=O)(=O)Nc2ccc(N3CCN(C)CC3)nc2)cc1
    -2, 2, 0, 4, -4, 0.96, 2, 0.98
COc1ccc(NC(=O)c2cccc(S(=O)(=O)N3CCN(c4ccccc4)CC3)c2)c(OC)c1
    13, 5, -1, 0, 6, 1, -1, 0.95
CC(C)(CNC(=O)c1cc2c(s1)CCCC2)N1CCOCC1
    -2, -4, -4, -6, -10, 1.1, 0, 1
NC(=O)C1=NOC(CNc2ncc(C(F)(F)F)cc2Cl)C1 (stereo not given)
    -3, -2, 6, -1, -7, 1, 10, 1
CN(C)c1nc(Nc2ccc(Cl)cc2)nc(OCC#N)n1
    -3, -4, -1, -12, 32, 1.1, -13, 1
CC(C)n1nc(C(=O)NCc2ccc3c(c2)OCO3)c2ccccc2c1=O
    0, -3, 0, 2, 2, 0.98, 4, 1
CCC(C)(NC(=O)c1ccccn1)C(=O)NC1CCCC1 (stereo not given)
    3, -16, -1, -15, -13, 1.1, -2, 1.2
Cc1ccc(C(C)NC(=O)c2c(-c3ccccc3)noc2C)cc1C (stereo not given)
    2, 5, 5, 5, 5, 0.95, -7, 0.95
Cc1c(NC(=O)CN2C(=O)NC(CCc3ccccc3)C2=O)c(=O)n(-c2ccccc2)n1C (stereo not given)
    2, 1, -8, 0, 0, 1, -23, 0.99
CCN(CCO)Cc1csc2cc(C)ccc12
    -1, -5, 16, -3, -23, 1, 4, 1
Nn1c(=O)[nH]c2ccccc2c1=O
    -2, 4, 1, 6, -11, 0.94, -1, 0.96
COc1cccc(-c2nnc(NC(C)=O)o2)c1
    1, 0, -3, 0, 8, 1, 0, 1
CCCCNC(=S)N/N=C/c1sccc1C
    1, -2, -12, -15, 1, 1.1, 9, 1
COCc1cc(C)nc(OCC(=O)N/N=C\c2cc(C)n(-c3cccc(C(F)(F)F)c3)c2C)c1C#N
    -3, -3, -6, 0, -2, 1, -3, 1
O=S(=O)(c1ccc(Br)cc1)N1CCN=C1SCc1cccc(F)c1
    -1, 6, 3, 5, 23, 0.95, 1, 0.94
COCc1ccc(C(=O)N2CCCC(Nc3ccc(C(C)C)cc3)C2)o1 (stereo not given)
    -3, -3, -3, 7, 2, 0.93, 53*, 1
O=C(COC(=O)C1CC2CCCC(C1)C2=O)Nc1ccc(Cl)cn1 (stereo not given)
    -6, 5, -2, -3, 0, 1, -5, 0.95
O=C(Nc1cccc(C(=O)O)c1)/C(=C\c1ccccc1)NC(=O)c1ccccc1Cl
    -1, 4, -8, 7, 2, 0.93, -7, 0.96
NS(=O)(=O)c1ccc(Oc2ccc(S(N)(=O)=O)cc2)cc1
    0, -2, 1, 2, -15, 0.98, 11, 1

Bioassay records (PubChem BioAssay)
